Assay outcomes (PubChem)
S1P2 agonist: S1P2 receptor agonists, primary screen, cell-based. AID 729, 2007. 97,000 tested, 0.46% active. S1P2-expressing cell line, agonist reporter read-out. activation, % at 4.5 µM. Sphingosine 1-phosphate receptor 2 (Homo sapiens), O95136; in the data active = activation above about 16%;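 also: 0% = vehicle low control and 100% = maximal reference agonist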
Target sequence (O95136 whole entry, looked up): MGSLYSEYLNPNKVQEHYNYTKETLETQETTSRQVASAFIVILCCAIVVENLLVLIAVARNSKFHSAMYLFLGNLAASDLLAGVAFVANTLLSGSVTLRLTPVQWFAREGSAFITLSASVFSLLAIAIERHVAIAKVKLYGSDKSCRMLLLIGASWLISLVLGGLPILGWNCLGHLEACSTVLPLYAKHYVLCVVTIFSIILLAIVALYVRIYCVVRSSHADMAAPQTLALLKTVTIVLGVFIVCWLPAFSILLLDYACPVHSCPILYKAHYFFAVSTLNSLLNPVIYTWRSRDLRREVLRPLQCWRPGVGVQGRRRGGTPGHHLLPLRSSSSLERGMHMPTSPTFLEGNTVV
PLK1 inh: human PLK1 kinase inhibitors, primary screen, biochemical, TR-FRET. Serine/threonine-protein kinase PLK1 (Homo sapiens), P53350. recombinant PLK1 kinase, TR-FRET peptide phosphorylation. inhibition, % at 10 µM. 97,000 tested, 0.53% active;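 active = inhibition of 50% or more in the single-concentration screen; inactive = inhibition below 50%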;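 also: 0% = DMSO max control and 100% = H-89 dihydrochloride min control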
Target sequence (P53350 whole entry, looked up): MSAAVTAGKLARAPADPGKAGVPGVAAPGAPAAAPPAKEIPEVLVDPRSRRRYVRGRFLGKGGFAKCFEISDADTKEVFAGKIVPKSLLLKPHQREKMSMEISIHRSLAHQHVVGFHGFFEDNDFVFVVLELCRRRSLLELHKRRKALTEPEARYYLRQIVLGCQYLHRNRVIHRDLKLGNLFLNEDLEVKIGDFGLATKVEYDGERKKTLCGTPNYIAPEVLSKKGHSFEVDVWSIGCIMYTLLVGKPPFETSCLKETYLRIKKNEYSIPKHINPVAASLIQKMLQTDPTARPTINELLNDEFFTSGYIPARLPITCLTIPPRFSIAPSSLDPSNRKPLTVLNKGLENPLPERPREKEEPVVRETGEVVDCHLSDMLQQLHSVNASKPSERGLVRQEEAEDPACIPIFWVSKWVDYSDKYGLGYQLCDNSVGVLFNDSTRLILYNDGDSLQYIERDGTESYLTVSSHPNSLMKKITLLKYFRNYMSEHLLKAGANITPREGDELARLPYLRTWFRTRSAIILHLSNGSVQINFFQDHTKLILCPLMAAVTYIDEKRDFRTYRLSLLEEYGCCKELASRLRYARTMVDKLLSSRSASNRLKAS
FAK inh: FAK kinase inhibitors, primary screen, biochemical | biochemical FAK kinase activity assay | inhibition, %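 (tested at 7 µM)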 | 97,000 tested, 0.84% active; in the data active = inhibition above about 19%;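 also: 0% = DMSO and 100% = reference compound high control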
MT1-MMP txn act: MT1-MMP promoter reporter activation – cell-based, luciferase luminescence, primary screen | HT1080 MT1-MMP promoter luciferase reporter, overnight; hits give high values | activation factor at 10 µM | 86,000 tested, 0.16% active | AID 750, 2007;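 active = activation factor of at least 2 for MT1-MMP transcription at 10 µM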
S1P2 blocker: human S1P2 receptor antagonists, primary screen, cell-based | Sphingosine 1-phosphate receptor 2 (Homo sapiens), O95136 | cell-based S1P2 antagonist assay, inhibition at 5 uM | inhibition, % at 5 µM | 97,000 tested, 0.21% active | AID 736, 2007; in the data active = inhibition above about 45%;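 also: CRE beta-lactamase reporter cells expressing human S1P2 stimulated with S1P; 0% = agonist at EC80 alone and 100% = agonist plus reference antagonist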
EphB4 ephrin blk: EphB4-ephrin-B2 interaction antagonists, primary screen, biochemical, TNYL-RAW peptide probe, fluorescence polarization | Ephrin type-B receptor 4 (Homo sapiens), P54760 | EphB4 LBD / TNYL-RAW-Alexa532 peptide | inhibition, % at 7 µM | 97,000 tested, 0.15% active;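 active = inhibition above the screen-wide mean inhibition plus 3 SD, cut at about 15% in these data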;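 also: 0% = DMSO wells and 100% = excess unlabeled TNYL-RAW peptide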
Plk1 PBD FP: Plk1 polo box domain binding inhibitors, primary screen, biochemical, fluorescence polarization. Serine/threonine-protein kinase PLK1 (Homo sapiens), P53350. Plk1 PBD phosphopeptide binding. inhibition, %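 (tested at about 20 µM)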. 97,000 tested, 0.13% active. AID 693, 2007; in the data active = inhibition above about 34%, passing the limit was not always enough
PLAP activator: PLAP enzyme activators, biochemical, luminescence, HTS. Alkaline phosphatase, placental type (Homo sapiens), P05187. purified PLAP enzyme, luminescent substrate read-out; hits give high values. activation fold at 20 µM. 96,000 tested, 1.2% active. AID 696, 2007; in the data active = activation fold above about 2
Rev-RRE block: HIV-1 Rev-RRE binding inhibitors, primary screen, biochemical, FRET, protein-RNA interaction; Rev peptide-RRE RNA binding; inhibition, % at 8 µM; 97,000 tested, 0.79% active; AID 704, 2007;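 active = inhibition above the screen-wide mean plus 3 SD, cut at about 35% in these data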;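 also: 0% = median DMSO wells and 100% = median Neomycin B control wells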
Target sequence (P05866 whole entry, looked up): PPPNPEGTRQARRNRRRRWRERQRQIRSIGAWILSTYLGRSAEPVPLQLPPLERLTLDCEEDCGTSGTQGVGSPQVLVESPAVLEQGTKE
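Test system – labelled RRE RNA duplex and labelled Rev peptide · Signal – fluorescein-to-Cy5 FRET, 480 nm excitation · Evaluation – % inhibition of FRET ratio versus controls · Benchmarks – DMSO low control, neomycin B high control · Incubation – 5 min RNA-compound premix plus 15 min binding step, 25 °C · Medium – HEPES pH 7.5 salt buffer with EDTA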
Starred values were filed as active, the others as inactive; . = not tested or not shown.

S1P2 agonist	PLK1 inh	FAK inh	MT1-MMP txn act	S1P2 blocker	EphB4 ephrin blk	Plk1 PBD FP	PLAP activator	Rev-RRE block	SMILES
-4	1	-1	1.1	16	3	14	1	2	CCC(C)c1ccc(O)c(N)c1 (stereo unspecified)
-3	-4	1	1.2	-10	-8	-20	0.9	11	CCOc1ccc(S(=O)(=O)N2CCc3ccccc3C2)cc1
-6	-8	3	1.2	-12	3	-20	.	-2	O=C(Cc1ccccc1)NCC1COc2ccccc2O1 (stereo unspecified)
-1	-6	1	1.1	18	-8	-1	1.3	13	Cc1ccc(OCC(=O)NC2CCS(=O)(=O)C2)cc1 (stereo unspecified)
-6	-11	1	.	12	0	-9	0.9	11	O=C(Nc1ccn(Cc2ccccc2F)n1)c1ccc(COc2cc(Cl)ccc2Cl)o1
-6	1	2	1.1	-3	-3	21	0.8	7	CSc1nc(N)c2c3c(sc2n1)COC(C(C)C)C3 (stereo unspecified)
-8	-2	3	1.1	13	1	2	0.8	4	C=CCNc1nc(C2(C)CC3(CC(C)(C)OC3=O)C(=O)O2)cs1 (stereo unspecified)
-11	-5	1	1.1	11	-3	5	1.2	2	COc1cc(C(=O)N2CCN(C(=O)c3ccccc3)CC2)cc(OC)c1OC
-4	8	1	1.2	6	1	-22	0.9	5	O=C1OC(Nc2ccc(F)cc2F)c2ccccc21 (stereo unspecified)
-5	-7	-3	1.1	0	-6	-4	1	3	O=C1c2cccnc2-c2ncccc21
-4	-7	1	1	-9	-1	3	1.4	2	CC1CC(C)CN(CCCNC(=O)Cc2c(C(=O)O)[nH]c3ccccc23)C1 (stereo unspecified)
-3	-14	0	1	8	1	-10	1.3	2	O=C(CSc1nn(-c2ccccc2)c(=S)s1)NC(=O)NCc1ccco1
-2	-11	3	.	2	4	-15	1.2	8	O=C(COC(=O)c1ccc(Cl)s1)c1cc2ccccc2o1
7	-9	3	1.2	-34	-2	-3	1.5	9	C=CCn1c(N)c(C(=O)OC(C)CC)c2nc3ccccc3nc21 (stereo unspecified)
-5	-8	0	1.2	-11	5	3	0.8	2	CC1/C(=N/O)C(CN(C)C)C2CC1C2(C)C (stereo unspecified)

The listing continues.
S1P2 agonist	PLK1 inh	FAK inh	MT1-MMP txn act	S1P2 blocker	EphB4 ephrin blk	Plk1 PBD FP	PLAP activator	Rev-RRE block	SMILES
0	-6	-1	.	-16	-7	-20	1	0	Cc1ccccc1OCC(=O)Nc1ccc2c(c1)Cc1ccccc1-2
-4	-8	1	1.1	13	0	-23	0.9	2	Cc1cc(C)nc(Nc2ccc(N3CCOCC3)cc2)n1
-6	-1	3	.	12	6	-10	0.9	6	Cc1nn(CC(=O)NCc2ccccc2)c(C)c1[N+](=O)[O-]
-3	-2	1	.	-2	-2	25	0.9	9	N/C(=N\OC(=O)CCCOc1ccccc1)c1ccc(Br)cc1
-3	-5	-2	.	-2	-10	-1	1	-2	O=c1oc2cc(Oc3c([N+](=O)[O-])cc(C(F)(F)F)cc3[N+](=O)[O-])ccc2c2c1CCCC2
0	-6	4	1.7	1	-1	-21	0.9	9	Cc1cccc(NC(=S)N2N=CCC2c2ccccc2)c1 (stereo unspecified)
-4	2	-1	1.1	-7	-4	-15	2*	-6	CCOC(=O)c1c(C)n(C)c2ccc(OC)c(NC(=O)CN3CCN(C4CCCCC4)CC3)c12
-3	-3	0	1	-1	6	-1	.	6	Cc1cccc(CCNS(=O)(=O)c2ccc(S(=O)(=O)N3CCC(C)CC3)cc2)c1
-9	-14	2	.	8	8	0	1	2	CN(C)S(=O)(=O)Oc1cccc(C(=O)Nc2ccccc2Cl)c1
-4	-8	-2	1.1	-1	-3	1	0.9	-2	CCOc1cccc(OCCCCN2CCCCC2)c1
-1	-9	1	1.1	-16	4	-8	.	3	Cc1cc(C)n(C(=O)c2ccc(Cn3nc(C)c(Br)c3C)o2)n1
-4	2	-1	1	-1	7	9	1	12	O=C(O)c1cc(O)ccc1-c1ccc(O)cc1
-5	-10	0	1	6	0	-9	1.2	-1	Cc1ccc2c(c1)c1c(n2C)C(C(N)=O)CCC1 (stereo unspecified)
-6	4	-4	1.1	17	0	10	1	5	O=C1Cc2ccccc2C(c2ccccc2)N1 (stereo unspecified)
-7	-3	0	1.4	12	4	0	1	9	Brc1ccc(-c2nc(-c3cccnc3)no2)o1

Later entries:
S1P2 agonist	PLK1 inh	FAK inh	MT1-MMP txn act	S1P2 blocker	EphB4 ephrin blk	Plk1 PBD FP	PLAP activator	Rev-RRE block	SMILES
-2	-18	-5	.	10	4	11	1	4	CCCn1cc(SCC(=O)NCC2CCCO2)c2ccccc21 (stereo unspecified)
-2	-13	-4	0.9	-2	-5	7	0.8	-1	O=C(Cc1cccs1)N1CCN(c2ccccn2)CC1
-3	-13	3	1	-20	-4	15	1.1	8	COc1nc(-c2ccc(Cl)cc2)ccc1-c1noc(-c2ccco2)n1
-6	-4	-1	1	-3	0	0	0.9	13	CCCCNC(=O)CSc1nc2ccccc2c(=O)n1C1CCCC1
-2	-10	-3	.	-3	1	-7	0.8	7	O=C(CSCc1ccc(Br)cc1)Nc1ccc(S(=O)(=O)N2CCOCC2)cc1
-2	-2	1	1.1	11	-4	9	.	-6	COc1ccc(CNc2nc3ccccc3n2CCN2CCOCC2)cc1
-5	-10	-3	.	7	-5	29	1.2	1	CCOC(=O)c1c(-c2ccccc2)csc1NC(=O)c1ccc(N2C(=O)CCC2=O)cc1
8	-16	-2	1.2	-24	-8	5	0.9	5	Cc1cc(NC(=O)CSc2nc(-c3cccs3)cc(C(F)(F)F)n2)no1
-2	-11	2	1.1	23	-4	2	1.7	4	CCCCCCn1c(C(C)NC(=O)c2ccco2)nc2ccccc21 (stereo unspecified)
-1	-5	0	1.3	-17	1	9	0.8	2	COc1ccc(CCNC(=S)Nc2cc(C)cc(C)c2)cc1
-10	-4	-2	.	4	1	-7	1.6	4	COC(=O)c1c(NC(=O)CSc2nnc(CNc3ccc(Cl)cc3)o2)sc(C)c1C
-1	-13	-2	1.2	-1	2	9	1.1	8	CCOc1ccc2[nH]c(=O)c(C(c3nnnn3Cc3ccco3)N3CCC(C)CC3)cc2c1 (stereo unspecified)
-6	-5	0	1.3	0	9	-8	0.9	11	COc1cccc(NC(=O)Cc2nnc(SCCOc3ccccc3)n2C)c1
-10	11	1	1.1	5	-6	-24	1.1	2	O=C(CN(Cc1ccco1)C(=O)CNS(=O)(=O)c1ccc(F)cc1)NCc1ccc(F)cc1
-5	-6	1	1.2	3	6	12	1.1	7	N#CC1=C(N)N(c2ccccc2)C(=O)C1

Going on with the list.
S1P2 agonist	PLK1 inh	FAK inh	MT1-MMP txn act	S1P2 blocker	EphB4 ephrin blk	Plk1 PBD FP	PLAP activator	Rev-RRE block	SMILES
-7	-11	-16	1	4	4	-18	1.1	8	Cc1ccc(S(=O)(=O)Nc2cccnc2)cc1
-3	-11	0	1.1	17	6	16	1	5	OC(C#CCN1CCCCC1)c1ccccc1 (stereo unspecified)
-2	5	0	1.2	-10	2	3	0.8	6	COc1ccccc1N1CCN(C2CCCC(C)C2)CC1 (stereo unspecified)
-9	-3	5	1.3	13	1	-15	1.4	-2	CCOc1ccccc1-n1c(SCC(=O)N2CCOCC2)nnc1-c1ccccn1
-5	-5	-1	0.6	-10	-10	-11	1	-2	O=C(c1cc(-c2ccc(F)cc2)on1)N1CCCC1
-2	-13	-1	.	8	3	0	1.7	3	Cc1cc(C)cc(C(=O)NCCn2cc(SCC(=O)N3CCOCC3)c3ccccc32)c1
-6	-8	0	.	1	9	6	1.5	0	S=c1[nH]nc(CSCc2ccccc2Cl)n1-c1ccccc1
-5	-4	-1	1	-4	-12	-34	1.1	-3	O=C(NCC1CCCO1)C1CC(c2ccc(Cl)c(Cl)c2)=NO1 (stereo unspecified)
-9	-14	-1	.	2	5	-2	1.8	6	COC(=O)c1ccc(NC(=S)NC(=O)c2cc(-c3ccccc3)nc3ccccc23)cc1
-5	-4	-4	1.1	3	-6	-6	0.9	2	NC(=O)CSc1nnc(Cc2ccc3c(c2)OCO3)n1C1CCCCC1
-4	-12	-4	0.9	15	1	16	1.1	4	CC(=O)Nc1cc(-c2ccccc2)ccc1O
-2	-5	4	1	-7	2	-13	0.9	9	Cc1ccccc1Cn1cc(/C=N/n2cnnc2)c2ccccc21
-5	2	-2	1.3	16	-3	-11	0.9	5	Cc1cc(C)c2[nH]c(=O)c(CN(Cc3nnnn3C3CCCC3)C3CCCCC3)cc2c1
-4	-4	-2	1.1	1	-1	18	1.3	2	Cc1c(NC(=O)c2ccccc2NS(=O)(=O)c2ccc(F)cc2)c(=O)n(-c2ccccc2)n1C
2	-9	1	.	-39	-3	21	1.3	5	CC(C)Sc1nc(N2CCOCC2)c2c3c(sc2n1)COC(C)(C)C3

The list goes on:
S1P2 agonist	PLK1 inh	FAK inh	MT1-MMP txn act	S1P2 blocker	EphB4 ephrin blk	Plk1 PBD FP	PLAP activator	Rev-RRE block	SMILES
-3	-5	0	1.2	6	-7	10	1	-4	CC1CN(C2CCN(C(=O)c3cccc(Cl)c3)CC2)CC(C)O1 (stereo unspecified)
-6	8	2	1.3	11	1	3	0.9	6	CC(=O)c1sc(NC(=O)c2c(F)cccc2F)nc1C
-4	-6	7	1	11	15	14	1.2	2	COCCCNc1nc2c(c(=O)[nH]c(=O)n2C)n1CC(O)COc1ccccc1 (stereo unspecified)
-1	-11	-4	.	-36	1	-19	1.2	10	CCOc1ccc2nc(SC3CC(=O)N(c4ccc(C)cc4)C3=O)sc2c1 (stereo unspecified)
-1	-15	-2	.	-12	-7	-24	1.2	13	FCCCOc1ccc(-c2nccc(-c3ccc(Cl)cc3)n2)cc1
-7	-14	0	1.4	-2	3	-13	.	4	Cc1nc2sc(C(c3ccco3)N3CCN(c4cccc(Cl)c4)CC3)c(O)n2n1 (stereo unspecified)
-10	-4	-2	1.1	13	-10	-1	0.8	3	Cc1csc(=N)n1CC(=O)N1CCc2ccccc21
-2	-8	1	0.9	-5	-3	23	1	2	O=C(COC(=O)C1(c2ccc(Cl)cc2)CCCC1)NC1CCS(=O)(=O)C1 (stereo unspecified)
-6	0	4	1.1	10	-1	1	1.3	4	CCC(c1nnnn1CCc1ccccc1)N(Cc1ccco1)Cc1cc2cccc(C)c2[nH]c1=O (stereo unspecified)
-5	-7	1	.	-9	-3	-1	1.1	1	Cn1cccc1/C=N/NC(=O)Cn1cnc2ccccc21
3	-1	1	.	10	-11	-3	1.1	4	CCOc1cc(/C=C(/C#N)c2nc3ccccc3[nH]2)ccc1Oc1ccc([N+](=O)[O-])cn1
-3	5	0	1	-16	2	-3	1.2	3	CCSc1nc2c(c(=O)[nH]c(=O)n2C)n1C/C=C(/C)Cl
-7	10	-1	1.1	-2	0	-3	1.4	1	COc1cc(OC)c(C2N(c3ccc(Cl)cc3)C(=O)C3CCCN32)cc1OC (stereo unspecified)
